# Screening results deposited in PubChem by National Center for Advancing Translational Sciences (NCATS).
# SNCA expr inh – SNCA gene expression inhibition. Potency, µM (top dose mostly 57.2 µM), for inactives: at the top dose activity change, negative = inhibition, most hits filed as inhibitors. HEK-293 SNCA-luciferase knock-in, luminescence, 24 h. hit rate 0.17% among 140,000. AID 1671194;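 also: potency is read from the fitted curve at half-maximal effect; plate controls were DMSO cells for no effect and cell-free wells for full effect; nearly all actives have a fitted effect of over 45% in size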
# 3T3 cytotox – kills NIH 3T3 cells | NIH 3T3 viability, CellTiter-Glo ATP luminescence, 48-72 h | Potency, µM (series often up to 96.7 µM), inactives show at the top dose activity change, negative = cytotoxicity, most hits filed as inhibitors | hit rate 4.3% among 94,000; also: potency is read from the fitted curve at half-maximal effect; nearly all actives have a fitted effect of over 55% in size
#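 First NIH 3T3 cells are plated at 400 cells/well; next compound is pinned in; then plates incubate 48 or 72 hr at 37 °C; finally CellTiter-Glo is added and luminescence read after 10 min.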
# Luciferase inh – Photinus pyralis luciferase inhibition | Potency, µM (highest dose often 115 µM), inactives show at the highest dose activity change, negative = inhibition, actives largely listed as inhibitors | hit rate 2.5% among 76,000 | purified P. pyralis luciferase, luminescence, biochemical | P08659; also: potency is read from the fitted curve at half-maximal effect; nearly all actives have a fitted effect of over 65% in size
#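 Luminescence read by CCD imaging after purified firefly luciferase (10nM final) was added to substrate buffer holding 10uM D-luciferin and 10uM ATP, pH 7.5, pre-dosed with compound.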
# SNCA viab count – counter-screen for SNCA expression inhibitors: cell viability; Potency, µM (highest dose often 57.1 µM), for inactives: top-dose activity change, negative = cytotoxicity, hits mostly cytotoxic; HEK-293-SNCA-luc viability, GF-AFC fluorescence, 24 h; hit rate 0.12% among 150,000;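 also: potency is read from the fitted curve at half-maximal effect; 0% = DMSO-treated cells and -100% = medium-only wells without cells; nearly all actives have a fitted effect of over 30% in size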
#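 Cytotoxicity counterscreen: after 24 h compound treatment of genome-edited SNCA-luciferase HEK-293 cells, live-cell protease substrate GF-AFC read by fluorescence after 30 min; activity scaled between DMSO (0%) and medium-only (-100%), curves Hill-fitted.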
# IP6K1 inh – IP6K1 kinase inhibition; IP6K1 kinase, ADP-Glo luminescence, 2 h; hits give low values; activity change, % (series mostly up to about 58 µM); hit rate 0.81% among 140,000; in the data active = activity change below about -25%
# Target sequence (Q92551 whole entry, looked up): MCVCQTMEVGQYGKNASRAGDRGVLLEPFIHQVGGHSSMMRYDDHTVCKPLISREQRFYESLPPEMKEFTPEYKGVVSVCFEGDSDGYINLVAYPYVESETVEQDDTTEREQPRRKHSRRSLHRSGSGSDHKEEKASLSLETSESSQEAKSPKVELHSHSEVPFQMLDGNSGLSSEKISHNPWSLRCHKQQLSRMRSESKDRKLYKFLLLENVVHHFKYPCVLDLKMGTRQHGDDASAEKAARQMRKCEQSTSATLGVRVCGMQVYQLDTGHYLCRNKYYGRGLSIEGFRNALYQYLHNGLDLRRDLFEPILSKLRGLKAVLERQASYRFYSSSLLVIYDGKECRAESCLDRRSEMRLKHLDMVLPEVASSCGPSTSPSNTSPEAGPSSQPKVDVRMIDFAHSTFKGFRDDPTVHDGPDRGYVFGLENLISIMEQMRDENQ
#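 ADP-Glo luminescence measures ADP made by human IP6K1 during a 2 h RT reaction with ATP/IP6 (mix at 1.3 mM/130 uM); top library doses 57.5 and 19.1 uM final.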
# GPT2 inhibitor – inhibitors of human GPT2 alanine aminotransferase. Q8TD30. Recombinant GPT2, coupled pyruvate oxidase/HRP Amplex Red fluorescence. Potency, µM (series often up to 57.7 µM), for inactives: at the top dose activity change, negative = inhibition, hits mostly inhibitors. hit rate 0.25% among 100,000. AID 1671188; also: potency is read from the fitted curve at half-maximal effect; nearly all actives have a fitted effect of over 60% in size; many of its hits are not listed in these tables
# Target sequence (Q8TD30 whole entry, looked up): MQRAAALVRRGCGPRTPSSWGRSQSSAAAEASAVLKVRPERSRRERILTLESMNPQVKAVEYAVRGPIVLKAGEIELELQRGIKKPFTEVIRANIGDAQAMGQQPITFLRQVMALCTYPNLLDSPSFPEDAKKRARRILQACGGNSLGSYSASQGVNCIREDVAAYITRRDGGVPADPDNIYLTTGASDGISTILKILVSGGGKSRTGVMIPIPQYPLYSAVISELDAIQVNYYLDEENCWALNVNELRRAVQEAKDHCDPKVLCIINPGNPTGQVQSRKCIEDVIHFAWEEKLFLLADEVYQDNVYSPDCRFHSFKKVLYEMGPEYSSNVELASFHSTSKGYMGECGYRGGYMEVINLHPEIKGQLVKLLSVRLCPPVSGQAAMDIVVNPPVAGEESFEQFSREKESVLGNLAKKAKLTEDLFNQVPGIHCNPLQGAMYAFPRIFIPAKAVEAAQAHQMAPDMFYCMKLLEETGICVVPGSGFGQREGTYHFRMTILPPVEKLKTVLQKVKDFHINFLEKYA
#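 Recombinant GPT2 (10ng/uL) with 250uM a-KG and 2mM L-alanine, 30 min at room temperature, in HEPES pH 7.5 buffer. Pyruvate detected by pyruvate oxidase/HRP/Amplex Red fluorescence after 30 min in the dark; AOA (50uM) as positive control.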
# HEK cytotox – HEK 293 cell cytotoxicity; Potency, µM (series often up to 115 µM), inactives show top-dose activity change, negative = cytotoxicity, most hits filed as inhibitors; HEK 293 viability, ATP luminescence (CellTiter-Glo), 48-72 h; AID 1345083; hit rate 6.6% among 94,000; also: potency is read from the fitted curve at half-maximal effect; nearly all actives have a fitted effect of over 60% in size
#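 ATP-coupled CellTiter-Glo luminescence served as viability read-out, recorded 10 min after reagent addition at room temperature. HEK 293 cells, 250 cells/well, had been incubated with pintool-transferred compound for 48 or 72 hr at 37 degree Celsius.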
# Active calls of the source: *; i = inactive; ? = inconclusive; · = no result given; & = joins results of further samples; [ ] = remark or other dose. Unless noted, calls follow the shape of the dose curve; as a rule, active = well fitted curve in the direction sought with a large enough effect; inconclusive = small, poorly fitted or top-dose-only effect, or another doubt; inactive = no such curve, though single readings can be large; an effect the other way counts as inactive or inconclusive. Unless noted, % is scaled to controls: 0 for no effect and ±100 for the full control effect.
SMILES,SNCA expr inh,3T3 cytotox,Luciferase inh,SNCA viab count,IP6K1 inh,GPT2 inhibitor,HEK cytotox
CCc1ccccc1NC(=O)CSc1ncc(S(=O)(=O)c2ccccc2)c(=O)[nH]1,13%,·,·,3%,-13,·,·
Cc1ccc(OCC(=O)Nc2ccc(C(=O)OCc3cc(=O)n4c(C)csc4n3)cc2)cc1,4%,·,·,-13%,3,·,·
CCOC(=O)c1ccc(NC(=O)Cn2c(-c3cnccn3)nc(C)c(C)c2=O)cc1,?,-28%,5%,-6%,4,i,?
COCCN1C[C@H]2COc3ccccc3[C@H]2N(C(=O)CC(C)(C)C)CCC1=O,·,-20%,·,·,13,·,?
O=C(Nc1cc(Cl)ccc1O)c1cc2nc(-c3ccc4c(c3)OCO4)cc(C(F)(F)F)n2n1,-15%,·,·,-4%,-7,·,·
Cc1ccc(-c2nc(C(=O)NCc3ccc(Cl)cc3)c3n2CCCCC3)cc1,?,·,·,?,-7,·,·
CCOc1ccc(Sc2cc(C(=O)NCc3ccc(C)cc3)c3ccccc3n2)cc1,4%,·,·,7%,-3,·,·
COCCNC(=O)c1ccc(OC2CCN(CCC(C)c3ccc(C)o3)CC2)c(Cl)c1 (centres undefined),20%,?,0%,-8%,-2,?,89µM*
N#Cc1c(C(F)(F)F)cc(-c2ccc(F)cc2)nc1SCC(=O)Nc1ccccc1,-12%,·,·,6%,3,·,·
CC1(C)CC(NC(=O)c2cc(Cn3cnc4ccccc43)[nH]n2)CC(C)(C)N1,-22%,-3%,-5%,14%,9,-2%,-7%
CC(C)NS(=O)(=O)c1cc(C(=O)O)cc(-n2cccn2)c1,48%[activator],-1%,-15%,11%,-14,?,-7%
COc1ccc(CCNC(=O)CN2CC3CC(C2)[C@H]2CCCC(=O)N2C3)cc1OC (some centres undefined),6%,i,9%,0%,3,1%,0%
COC(=O)N1CCC2(CC1)C(=O)NN=C2C1CC1,-13%[87.6 µM],i,2%[172 µM],7%[87.6 µM],-9,-2%[88.5 µM],i
CCc1ccccc1NC(=O)CCS(=O)(=O)c1cccc2nonc12,10%,·,·,4%,-6,·,·
COc1ccc(CN2CC3(C2)C(=O)N(Cc2cccc(Cl)c2)C(=O)[C@@H]2C[C@@H](O)CN23)c2ccccc12,-9%,?,2%,-5%,27,?,?
Cc1nn2c(c1-c1ccccc1N1CCCC1)N(C(=O)c1cc3ccccc3n1C)CCC2,?,35µM*,-6%[172 µM],?,12,i,50µM*
Cc1ccc(-n2ncc(C(=O)N3CCN(c4cc(Cl)ccc4C)CC3)c2C2CCN(C(=O)OC(C)(C)C)CC2)cc1,-2%,·,·,5%,14,·,·
COc1ccc(NC(=O)c2cc3c(=O)n(Cc4cccnc4)ccc3nc2C)c(OC)c1,-5%,·,·,5%,-7,·,·
COc1ccc(-c2nccn3cc(C(=O)Nc4ccc(OC)c(OC)c4)nc23)cc1,13%,-1%,-9%,-19%,0,i,-14%
c1ccc(-c2cc3c(cn2)NCCN(Cc2ccsc2)C3)cc1,-24%[87.6 µM],?,?,12%[87.6 µM],-25*,-8%[88.5 µM],?
Cc1ccc(N(Cc2cccs2)C(=O)COc2ccccc2[N+](=O)[O-])cc1,15%,·,·,-24%,3,·,·
CC(C)C[C@@H]1N[C@H](C(=O)N2CCOCC2)Cc2cn(Cc3cccnc3)c3cccc1c23,-24%[87.6 µM],-15%[138 µM],4%[172 µM],-4%[87.6 µM],-11,-12%[88.5 µM],-26%[172 µM]
O=C(Nc1ccncn1)[C@@H]1C[C@@H](c2cccc(C(F)(F)F)c2)N(CC2CCOCC2)C1,-28%[87.6 µM],?,-10%[172 µM],-7%[87.6 µM],9,-6%[88.5 µM],79µM*
COc1ccc(Nc2ccnc(N3CCC(NC(=O)c4ccccn4)CC3)n2)cc1,5%,40µM*,·,-9%[12.5 µM],12,-14%,?
COc1ccc(CNC(=O)N2CCC3(CC2)CC3c2noc(C)n2)cc1 (centres undefined),0%,-13%,·,-14%,-4,i,-1%
O=C(CN1C(=O)C2(SCC(=O)N2c2cccc(F)c2)c2ccccc21)NCCc1ccccc1 (centres undefined),-6%,·,·,3%,7,·,·
COc1ccc(NC(=O)Cn2cccc2-c2nc(-c3ccccc3)no2)cc1OC,?,32µM*,-3%,-33%,3,1%,32µM*
COCCn1c(=O)c(C(=O)NCCc2ccc(F)cc2)nc2cccnc21,16%,-17%,·,6%,9,i,0%
COc1ccc(-c2nc3nc(C)cc(Nc4cccc(C(F)(F)F)c4)n3n2)cc1,-7%,·,·,2%,-4,·,·
COc1ccc(C(=O)N2CCOC3(CCN(C(=O)c4c(C)noc4C)CC3)C2)cc1,23%,?,·,4%,0,4%,?
Cc1cc(C)cc(NC(=O)NCCc2c(C)nn(C)c2C)c1,48%[activator],·,·,?,21,·,·
Cn1cnc(C(=O)N2CCC(Cc3ccc(COc4cccc(F)c4)cc3)CC2)c1,?,?,·,-8%,18,-8%,16µM*
Cc1c(NC(=O)c2cc(=O)c3cc(Cl)ccc3o2)c(=O)n(-c2ccccc2)n1C,60%[activator],·,·,-6%,-19,·,·
Cc1noc(C)c1C(=O)N1CCN(c2ccc3nnc(C4CC4)n3n2)CC1,·,-29%&-22%,·,·,11&10,·,0%&2%
O=C1CC(c2ccccc2)c2c(n3ncnc3[nH]c2=O)N1 (centres undefined),16%,·,·,7%,3,·,·
COc1c(C)c(OCC(O)C(C)(C)O)cc2c1CNC2=O (centres undefined),·,·,·,0%,17,i,·
COc1cccc(N2CCN(c3ncnc4c3c(-c3ccccc3)cn4-c3ccc(F)cc3)CC2)c1,-11%,·,·,6%,16,·,·
CN(Cc1ccc(-n2cccn2)cc1)C(=O)CCn1nnnc1CN1CCOCC1,3%,i,-4%,3%,0,5%,3%
CNC(=O)[C@@H]1CN(C(=O)c2cc3cc(OC)ccc3[nH]2)C[C@H]1CO,-10%,4%,-2%,-15%,-3,i,i
O=C(NCCCn1ccnc1)c1ccc(-c2ncc3cnc(-c4cccc(F)c4)cn23)cc1,-5%,?,3%,-1%,-3,-22%,?

# Whole records as entered above:
# Results for `CCOC(=O)c1ccc(NC(=O)Cn2c(-c3cnccn3)nc(C)c(C)c2=O)cc1` = SNCA expr inh = ?; 3T3 cytotox = -28%; Luciferase inh = 5%; SNCA viab count = -6%; IP6K1 inh = 4; GPT2 inhibitor = i; HEK cytotox = ?
# Results for `O=C(NCCCn1ccnc1)c1ccc(-c2ncc3cnc(-c4cccc(F)c4)cn23)cc1` = SNCA expr inh = -5%; 3T3 cytotox = ?; Luciferase inh = 3%; SNCA viab count = -1%; IP6K1 inh = -3; GPT2 inhibitor = -22%; HEK cytotox = ?
# Results for `O=C(Nc1cc(Cl)ccc1O)c1cc2nc(-c3ccc4c(c3)OCO4)cc(C(F)(F)F)n2n1` = SNCA expr inh = -15%; 3T3 cytotox = ·; Luciferase inh = ·; SNCA viab count = -4%; IP6K1 inh = -7; GPT2 inhibitor = ·; HEK cytotox = ·

# Other entries.
SMILES,SNCA expr inh,3T3 cytotox,Luciferase inh,SNCA viab count,IP6K1 inh,GPT2 inhibitor,HEK cytotox
CC(C)C(=O)N1CCN(CCCn2nc3n(c2=O)CCCC3)CC1,·,-11%,·,·,-1,·,-15%
O=C(C[C@H]1NC(=O)c2ccccc2NC1=O)Nc1nc2c(s1)CCC2,-14%,-5%,-7%,5%,27,i,-3%
Cc1noc(C)c1[S+](=O)([O-])NC1CCN(c2ccc3nnc(-c4ccccc4)n3n2)C1 (centres undefined),·,?,·,·,-2,·,?
Cc1nn(C)c(C)c1CCC(=O)N1CCC(C2CCN(S(C)(=O)=O)CC2)C1 (centres undefined),11%,-5%,-6%,10%[12.5 µM],9,i,-8%
CC1(c2ccccc2)N(Cc2ccccc2)C(=O)OC12CCN(C(=O)Cc1ccc(O)cc1)CC2 (centres undefined),-11%,6.3µM*,-1%,-21%,9,3%,?
Cc1nc(-c2ccccc2)n(CC(=O)Nc2ccccc2)c(=O)c1CCO,-16%,?,2%,-13%,-9,1%,?
Cc1ccc(NC(=O)c2ccc(=O)n(CC(=O)Nc3ccccc3)n2)cc1,-20%,·,·,-3%,17,·,·
C[C@H]1[C@H](NC(=O)/C(=N/OC(C)(C)C(=O)O)c2csc(N)n2)C(=O)N1S(=O)(=O)O (stereo in doubt),-50%[25.6 µM],·,·,-37%[23.9 µM],-12,-10%,·
O=C(c1cc(Cl)ccc1F)N1CCN(c2cc(-c3cccs3)[nH]n2)CC1,-5%,?,-5%,5%,11,i,?
O=C1NC2(CN(C(=O)c3ccc4c(c3)OCO4)C2)Oc2ccccc21,39%[activator],-21%,-4%,0%,-4,1%,-30%
Cc1nc(CN2C(=O)OC3(CCN(C(=O)c4ccnn4C)CC3)C2(C)c2ccccc2)cs1 (centres undefined),10%,32µM*,-3%,3%,-12,1%,2%
CCc1ccc(C(=O)N2C[C@@H](COC)[C@H](c3nc(C)no3)C2)cc1,-10%,-32%,-13%,-2%,-5,4%,i
O=C(Cn1cccc1-c1nc(-c2ccc(F)cc2)no1)N1CCN(c2ccc(F)cc2)CC1,29%,-24%,0%,-11%,-6,i,2%
O=c1cc(-c2cccnc2)oc2c(NCc3ccc(F)cc3)nccc12,28%[87.6 µM],50µM*,-28%[172 µM],11%[87.6 µM],71,3%[88.5 µM],-58%[172 µM]
Cc1ccc(NC(=O)Cn2c(-c3ccccc3)nc(C)cc2=O)cc1,-22%,?,3%,-24%,1,i,?
Cc1noc(C2CC3(CCN(C(=O)c4cc5ccccc5[nH]4)CC3)CN2C)n1 (centres undefined),-21%,-12%,-22%,-2%,7,?,2%
O=C(NCCCc1ccccc1)C1CCN(c2nccc(Nc3ccccc3F)n2)CC1,?,?,·,?,3,i,35µM*

# Part of the list above, reduced to Luciferase inh and HEK cytotox.
SMILES	Luciferase inh	HEK cytotox
Cc1ccc(NC(=O)Cn2c(-c3ccccc3)nc(C)cc2=O)cc1	3%	?
O=c1cc(-c2cccnc2)oc2c(NCc3ccc(F)cc3)nccc12	-28%[172 µM]	-58%[172 µM]
Cc1nc(CN2C(=O)OC3(CCN(C(=O)c4ccnn4C)CC3)C2(C)c2ccccc2)cs1 (centres undefined)	-3%	2%
